Assay outcomes deposited in PubChem by NMMLSC.
CIT2 TOR yeast: modulators of TOR pathway CIT2-GFP in S. cerevisiae; S. cerevisiae CIT2-GFP strain, flow cytometry, 3 h; 100 means same as DMSO wells; GFP response vs DMSO, % at 10 µM; 320,000 compounds, 0.065% hits;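 active = GFP response relative to DMSO above a set limit, near the screen mean plus 3 SD, cut at about 150% in these data; inconclusive = Fewer than 70 cells measured for a yeast strain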;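 note: ratio of well median GFP fluorescence to mean of DMSO wells on the plate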
MEP2-GFP yeast: modulators of TOR pathway MEP2-GFP in S. cerevisiae. S. cerevisiae MEP2-GFP strain, flow cytometry GFP, 3 h; 100% = DMSO control level. GFP response vs DMSO, % at 10 µM. 330,000 compounds, 0.51% hits. AID 2016;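 active = GFP response versus DMSO above a set limit, roughly screen mean plus 3 SD, cut at about 180% in these data; inconclusive = fewer than 70 cells counted for a yeast strain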;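 note: median GFP fluorescence of the barcode-gated MEP2-GFP cells per well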
LAP4-GFP MLPCN: yeast TOR pathway LAP4-GFP modulation; S. cerevisiae LAP4-GFP multiplex, flow cytometry GFP, 3 h; median GFP as percent of DMSO wells; GFP response vs DMSO, % at 10 µM; 320,000 compounds, 0.34% hits;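 active = GFP response vs DMSO above a set limit, about the screen mean plus 3 SD, cut at about 150% in these data; inconclusive = under 70 cell events counted for the yeast strain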
GRK2 inh: human GRK2 inhibition via aptamer displacement | P25098 | bead flow cytometry, FAM-aptamer displacement from GRK2 | inhibition of aptamer binding, % at 10 µM | 330,000 compounds, 0.59% hits | AID 488847;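 active = inhibition of aptamer binding above 40%, roughly 3 SD of noise, on plates passing a quality check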;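 note: median bead fluorescence of bound FAM aptamer so fluorescent compounds give negative values; no value below 0 was filed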
Target sequence (P25098 whole entry, looked up): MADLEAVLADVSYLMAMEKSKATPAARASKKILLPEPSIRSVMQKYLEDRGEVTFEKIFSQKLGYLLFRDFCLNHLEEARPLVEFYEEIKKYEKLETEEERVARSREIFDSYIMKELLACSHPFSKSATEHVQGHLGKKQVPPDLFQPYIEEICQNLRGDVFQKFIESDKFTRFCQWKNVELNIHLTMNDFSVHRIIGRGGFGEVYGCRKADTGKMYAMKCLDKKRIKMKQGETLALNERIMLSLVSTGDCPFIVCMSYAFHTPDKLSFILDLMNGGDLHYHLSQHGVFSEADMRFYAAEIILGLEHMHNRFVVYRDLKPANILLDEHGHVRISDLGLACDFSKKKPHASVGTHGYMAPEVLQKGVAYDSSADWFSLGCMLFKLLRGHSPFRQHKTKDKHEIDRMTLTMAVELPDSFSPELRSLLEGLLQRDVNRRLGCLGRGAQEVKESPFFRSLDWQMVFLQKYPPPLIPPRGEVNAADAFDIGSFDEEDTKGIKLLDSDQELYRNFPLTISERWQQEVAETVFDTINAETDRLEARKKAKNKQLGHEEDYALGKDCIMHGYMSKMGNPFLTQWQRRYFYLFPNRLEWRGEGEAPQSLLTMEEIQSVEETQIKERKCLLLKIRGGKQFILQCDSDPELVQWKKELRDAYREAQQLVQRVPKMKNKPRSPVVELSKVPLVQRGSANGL
AGP1 TOR yeast: yeast TOR pathway AGP1-GFP modulation. S. cerevisiae AGP1-GFP multiplex flow cytometry, 3 h; GFP as percent of DMSO wells. GFP response vs DMSO, % at 10 µM. 320,000 compounds, 0.02% hits. AID 2066;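 active = GFP response relative to DMSO above a set limit, near screen average plus 3 SD, cut at about 150% in these data; inconclusive = fewer than 70 cells counted for the yeast strain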;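 note: median GFP channel fluorescence of the gated AGP1 strain per well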
VLA-4 inh: inhibition in a human VLA-4 binding assay | P13612 | VLA-4 expressing cells, ligand binding flow cytometry | inhibition, % (about 7 µM as worked out from the volumes in the protocol) | 330,000 compounds, 0.2% hits | AID 2557; in the data active = inhibition above about 50%
RPL19A-GFP yeast: alters RPL19A-GFP fluorescence in TOR pathway yeast screen. S. cerevisiae RPL19A-GFP strain, flow cytometry, 3 h; hits give low values. percent response vs DMSO, % at 10 µM. 330,000 compounds, 0.3% hits;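 active = percent response vs DMSO below 50%; inconclusive = fewer than 70 events counted for the yeast strain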;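 note: median channel GFP fluorescence of the barcoded RPL19A-GFP strain; ratio of sample median GFP to plate DMSO average so 100% = DMSO; lower means less RPL19A-GFP as with rapamycin TOR inhibition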
Yeast superoxide: caloric restriction mimetics inhibiting age-related superoxide in yeast | S. cerevisiae aged cells, superoxide DHE fluorescence; hits give low values | superoxide response (% of plate mean), % at 10 µM | 330,000 compounds, 0.18% hits | AID 2690;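 active = superoxide response under a set limit, about three screen SD below normal, cut at about 65% in these data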;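 note: yeast aged for seven days with compound at 30 °C before DHE staining; 100% = average MFI of all compound-treated wells on the plate with controls excluded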
The depositor's hits bear a star; ? = inconclusive; . = not tested or not shown; [ ] = remark or other dose.

cpd	mol	CIT2 TOR yeast	MEP2-GFP yeast	LAP4-GFP MLPCN	GRK2 inh	AGP1 TOR yeast	VLA-4 inh	RPL19A-GFP yeast	Yeast superoxide
1	Cc1ccc2c(c1)nnn2C1CCN(CC(=O)Nc2ccccc2N2CCOCC2)CC1	92.6	98.7	95.5	4.0	94.8	29.3	94.5	113.2
2	CCC(C)(C(=O)NC1CCCCC1)N(C(=O)c1ccccn1)c1ccccc1 (stereo not drawn)	108.4	99.3	102.9	4.0	106.1	13.8	99.3	95.6
3	O=C(CSc1nnc(-c2ccccn2)n1Cc1ccco1)c1ccc(-c2ccccc2)cc1	89.0	95.9	107.8	0.0	94.4	3.7	94.4	101.1
4	Cc1cc(C(=O)NNC(=O)c2ccc(Cl)cc2)c2ccccc2n1	89.5	98.9	94.8	0.0	88.0	10.1	91.8	92.5
5	CCOc1ccc(CCNC(=O)c2cnc(C)cn2)cc1OCC	.	101.7	79.8	5.0	91.3	15.0	104.7	102.2
6	CCOC(=O)CSc1nnc(Cn2c(=O)sc3ccccc32)n1-c1ccccc1C	103.3	104.8	106.8	0.0	102.8	11.7	102.3	102.7
7	COc1ccc(C(=S)N2CCOCC2)cc1OS(=O)(=O)c1ccc(Br)cc1	103.9	104.6	101.1	1.0	97.7	-13.2	97.8	102.1
8	CN(C)CCNc1c2c(nc3nnnn13)CCCC2	90.7	102.6	93.5	3.0	100.1	6.6	97.6	99.6
9	CC(=O)c1ccc(N2CCN(S(=O)(=O)c3cccc4nonc34)CC2)cc1	104.1	100.5	108.0	0.0	106.2	-5.7	95.5	98.7
10	Cc1c(NC(=O)CSCc2c(F)cccc2Cl)c(=O)n(-c2ccccc2)n1C	92.8	94.8	93.5	0.0	92.2	2.5	90.8	107.2
11	CC(=O)Cn1cnc2c(cnn2-c2ccc(C)c(C)c2)c1=O	88.9	97.7	100.1	1.0	94.6	8.1	100.8	116.8
12	O=C(NC1CCN(S(=O)(=O)c2ccc(F)cc2)CC1)c1ccc(F)cc1	109.4	106.0	94.3	0.0	106.9	-0.5	105.4	96.8
13	C/C(NC(=O)c1ccccc1F)=C1\C(=O)C[C@@H]2[C@H]1C2(C)C	101.1	95.0	97.2	0.0	99.5	4.4	98.5	89.8
14	O=C1CSC(c2cccnc2)N1CC1CC1 (stereo not drawn)	100.8	96.5	109.5	0.0	105.5	-5.6	95.3	94.0
15	COc1ccccc1NC(=O)CSc1nnnn1Cc1ccccc1	94.3	103.7	100.5	2.0	102.9	2.1	99.4	106.1
16	CCC(=O)N1c2ccccc2NC2=C(C(=O)CCC2)C1c1cccnc1 (stereo not drawn)	111.5	108.4	106.2	20.0	107.5	2.7	107.4	84.3
17	CCCCCCCC(=O)Nc1cc(C(=O)NCc2ccc(C)cc2)ccc1N1CCC2(CC1)CC(c1cccc(Br)c1)=NO2	111.2	94.2	123.4	1.0	95.2	-7.5	100.4	109.5
18	CCC1CCCCN1C(=O)N[C@@H](Cc1ccccc1)C(=O)O (stereo partly drawn)	102.5	107.2	111.3	0.0	110.9	10.0	101.7	135.1
19	Cc1cc(C)cc(NC(=S)NC(=O)CCN2C(=O)c3ccccc3C2=O)c1	83.2	122.4	109.8	0.0	113.1	12.9	95.3	103.7
20	O=C(NCCO)c1scc2c1OCCO2	89.1	91.9	87.3	1.0	105.1	9.9	97.0	99.3
21	O=C(Nc1ccc(S(=O)(=O)N2CCCCC2)cc1)c1ccc(CN2CCOCC2)cc1	91.2	104.1	77.7	0.0	96.2	-14.5	115.7	95.6
22	COC(=O)c1cccc(NC(=O)c2cc(OC)c(OC)c(OC)c2Br)c1	92.6	97.2	103.2	0.0	99.7	-2.1	99.7	80.7
23	CC1=CC(c2ccccc2)n2nnnc2N1 (stereo not drawn)	96.5	89.0	100.8	2.0	104.6	11.9	98.7	92.7
24	O=C(Nn1cnnc1)c1ccncc1	104.0	91.9	98.7	6.0	97.8	-6.0	97.0	113.7
25	CC(C)C(=O)Nc1cccnc1	101.2	111.5	85.4	3.0	92.8	-1.8	105.1	98.2
26	COc1ccc(C2(O)CCN(C(=O)Cc3cccnc3)CC2)cc1	99.3	93.4	99.6	1.0	99.5	1.5	100.4	91.1
27	CCC(=O)N1CCc2cc(S(=O)(=O)CCC(=O)NC(C)CC)ccc21 (stereo not drawn)	104.7	101.2	85.4	2.0	97.4	1.8	103.6	85.9
28	Cc1ccc(-n2nc3c(SCCN4CCOCC4)nnc(C)c3c2C)cc1	111.6	102.3	92.4	0.0	94.1	5.0	102.8	87.9
29	C=CCC1NS(=O)(=O)O[C@H](CCCC)[C@@H]1O (stereo partly drawn)	86.8	92.5	108.3	3.0	87.2	0.3	97.2	85.8
30	O=C(COC(=O)c1nsc(Cl)c1Cl)NC1CCCC1	101.4	105.6	100.7	2.0	102.9	15.5	98.1	94.7
31	CCc1cc(CC)c(/C=N/NC(N)=O)c(CC)c1/C=N/NC(N)=O	100.2	103.8	102.8	0.0	103.2	-6.8	96.4	123.5
32	C=CCOc1c(CNn2cn[nH]c2=S)cccc1OC	101.5	103.0	100.9	12.0	105.4	-2.7	102.2	113.0
33	Cc1cc(NS(=O)(=O)c2cn(C)nc2C)no1	97.4	101.1	96.9	0.0	96.1	9.9	100.5	87.7
34	CC1CCCC(C)N1/N=C/c1ccc(O)cc1 (stereo not drawn)	103.6	111.9	100.9	2.0	107.4	16.8	106.5	101.3
35	Cc1cc(C)nc(N/N=C/c2c(C)oc3ccccc23)n1	93.5	102.5	113.6	1.0	98.5	7.0	97.5	84.8
36	CCOc1ccccc1C(=O)NC1CC2CCCC(C1)N2Cc1ccc(C)cc1 (stereo not drawn)	106.2	104.0	87.8	0.0	96.5	-8.2	102.4	100.9
37	Cc1cc(NC(=O)CSc2nccn2C)n(-c2ccccc2)n1	90.6	103.5	103.4	1.0	102.7	16.1	102.9	98.1
38	CS(=O)(=O)c1ccc(Cl)c(NC(=O)C2CC(=O)N(Cc3ccco3)C2)c1 (stereo not drawn)	114.0	110.7	105.1	8.0	112.1	-1.9	106.0	107.2
39	Cc1cccc(NC(=O)C2CCCN2C(=O)OCC(C)C)c1C (stereo not drawn)	106.3	103.7	100.2	0.0	107.0	10.3	101.4	103.7
40	Cn1c(/C=C/c2ccccc2)nc2ccccc21	92.8	95.3	108.5	1.0	96.6	-7.8	97.8	106.5
41	CCOc1cc(N2CCOCC2)c(OCC)cc1NC(=O)CN1CCN(Cc2ccc3c(c2)OCO3)CC1	110.5	102.1	100.6	0.0	103.4	14.2	99.8	79.1
42	Cc1ccc(-c2cc(C(F)(F)F)n3nc(C(=O)Nc4c(C)n(C)n(-c5ccccc5)c4=O)cc3n2)cc1	95.6	106.0	97.8	2.0	101.5	-8.9	99.0	115.7
43	O=C(O)CC(=O)Nc1ccccc1	81.7	87.0	.	0.0	85.9	-0.6	87.8	97.5
44	Oc1ccc(Br)cc1-c1n[nH]c(=S)n1Cc1ccccc1	103.0	101.9	90.4	1.0	98.8	14.4	102.1	108.7
45	COc1nccnc1NS(=O)(=O)c1ccc(NC(=S)NC(=O)c2ccccc2F)cc1	94.1	106.6	95.7	2.0	101.2	11.6	108.3	88.5
46	CN(CC(=O)Nc1ccccc1Cl)C(=O)COC(=O)CSc1ccc(F)cc1	111.4	101.3	108.7	3.0	111.0	17.0	95.5	83.1
47	Cc1ccc(S(=O)(=O)/N=C(\CCl)N2CCOCC2)cc1	82.1	92.8	96.8	3.0	95.5	-9.0	94.9	92.2
48	CCCCC/C=N/NC(=O)c1[nH]c2ccc([N+](=O)[O-])cc2c1C	100.1	99.3	105.5	3.0	106.2	0.6	100.4	109.4
49	O=[N+]([O-])c1ccccc1/C=N/Nc1nc(N2CCCC2)nc(N2CCCC2)n1	98.9	96.5	98.2	59.0*	87.0	-6.3	99.8	113.4
50	CC(NC(=O)Cc1cccs1)C(c1cccs1)N1CCN(c2ccccc2)CC1 (stereo not drawn)	88.9	97.9	102.5	3.0	91.4	13.2	100.2	101.2

Some of the entries so far, with one line to a screen:
41. CCOc1cc(N2CCOCC2)c(OCC)cc1NC(=O)CN1CCN(Cc2ccc3c(c2)OCO3)CC1
42. Cc1ccc(-c2cc(C(F)(F)F)n3nc(C(=O)Nc4c(C)n(C)n(-c5ccccc5)c4=O)cc3n2)cc1

Screen / compound no. | 41 | 42
CIT2 TOR yeast | 110.5 | 95.6
MEP2-GFP yeast | 102.1 | 106.0
LAP4-GFP MLPCN | 100.6 | 97.8
GRK2 inh | 0.0 | 2.0
AGP1 TOR yeast | 103.4 | 101.5
VLA-4 inh | 14.2 | -8.9
RPL19A-GFP yeast | 99.8 | 99.0
Yeast superoxide | 79.1 | 115.7

Additional structures follow.
cpd	mol	CIT2 TOR yeast	MEP2-GFP yeast	LAP4-GFP MLPCN	GRK2 inh	AGP1 TOR yeast	VLA-4 inh	RPL19A-GFP yeast	Yeast superoxide
51	Clc1nc(Cl)nc(NCCC2=CCCCC2)n1	101.5	101.3	101.8	1.0	99.0	-9.0	97.9	92.5
52	COC(=O)c1cc(NS(=O)(=O)c2ccc(NCc3cccnc3)c([N+](=O)[O-])c2)cc(C(=O)OC)c1	95.5	86.6	88.5	4.0	97.6	8.2	97.2	91.5
53	Cc1ccc(NC(=O)CCCNC(=O)c2ccc(Cl)cc2)cc1S(=O)(=O)N1CCOCC1	103.0	104.9	100.0	1.0	101.4	0.0	100.5	91.5
54	CCCN=C(N)/C(C(=O)OCC)=C(\O)c1ccc(OC)cc1	?	83.8[may fluoresce violet]	86.3[may fluoresce violet]	0.0	?	6.5	88.8[may fluoresce violet]	112.5
55	CC(C)Oc1ccc(CN2CCC(n3nccc3NC(=O)C3CC3)CC2)cc1	96.5	100.4	102.2	0.0	99.6	12.5	97.6	102.7
56	O=c1cc(CN2CCN(C/C=C/c3ccccc3)CC2)c2cc(O)ccc2o1	101.4	99.5	102.1	0.0	103.5	-0.8	103.0	92.0
57	COc1ccccc1C(=O)NNC(=O)c1ccccc1Br	105.0	107.2	91.7	2.0	101.7	5.3	102.2	94.4
58	Cc1ccccc1-c1nc(CS(=O)(=O)CC(=O)NCCN2CCOCC2)c(C)o1	122.5	96.1	100.7	0.0	110.7	-6.3	103.7	118.3
59	CCN(CC)S(=O)(=O)c1ccc(C(=O)Nc2cc(C)cc(C)c2)cc1	77.8	79.9	.	0.0	87.3	0.6	89.7	91.1
60	O=C(Cc1cccs1)N1CCCC(c2nc3c(nnn3Cc3ccc(F)cc3)c(=O)[nH]2)C1 (stereo not drawn)	105.2	100.0	102.1	0.0	101.1	1.8	.	101.9
61	Cc1ccc(C)c(S(=O)(=O)NC(C)C(=O)NCc2ccccn2)c1 (stereo not drawn)	97.8	91.9	96.1	0.0	97.6	-2.9	100.0	110.4
62	CCOc1cc(C(=O)OC(C(=O)NC(=O)NC)c2ccccc2)ccc1OCC(=O)N1CCOCC1 (stereo not drawn)	101.3	102.6	101.7	20.0	103.5	15.6	96.9	127.7
63	O=C(CN(c1ccc(Br)cc1)S(=O)(=O)c1ccc(Cl)c([N+](=O)[O-])c1)NCCc1ccccc1	95.6	110.8	96.4	3.0	97.0	21.2	93.6	102.0
64	CCCCN(C(=O)c1ccc(Cl)c([N+](=O)[O-])c1)c1c(N)n(CCC)c(=O)[nH]c1=O	95.3	87.1	92.8	0.0	99.7	-10.2	91.2	102.8
65	CC(C)C(=O)NC(=S)Nc1ccccc1C(F)(F)F	103.1	101.6	95.6	1.0	97.9	4.1	99.7	97.3
66	COc1ccc(-c2cc(C(=O)NNC(=O)c3csc(N4CCOCC4)n3)c3ccccc3n2)cc1OC	94.2	105.6	119.1	1.0	109.8	-2.0	104.8	102.7
67	CC(C)(C)NC(=O)Cc1ccc(S(=O)(=O)N2CCCC2)s1	103.4	119.2	114.6	1.0	.	9.3	104.5	92.6
